AmpC det inh: Promiscuous and Specific Inhibitors of AmpC Beta-Lactamase (assay with detergent). AID 584, 2007. purified AmpC, nitrocefin hydrolysis with detergent. actives 0.09% (n = 71,000). Potency, µM (top dose mostly 28.7 µM), without a hit: top-dose activity change, negative = inhibition; active = well fitted curve in the direction sought with a large enough effect
Target sequence (P00811 whole entry, looked up): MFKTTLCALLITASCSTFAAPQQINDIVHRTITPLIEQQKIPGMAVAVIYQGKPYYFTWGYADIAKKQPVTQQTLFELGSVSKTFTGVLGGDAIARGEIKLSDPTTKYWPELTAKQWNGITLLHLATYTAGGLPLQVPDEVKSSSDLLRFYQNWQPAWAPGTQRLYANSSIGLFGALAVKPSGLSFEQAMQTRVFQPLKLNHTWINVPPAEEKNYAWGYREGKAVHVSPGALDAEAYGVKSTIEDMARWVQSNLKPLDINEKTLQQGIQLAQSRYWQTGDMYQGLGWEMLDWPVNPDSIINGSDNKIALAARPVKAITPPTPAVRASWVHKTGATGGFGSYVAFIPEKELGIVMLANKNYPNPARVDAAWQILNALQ
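E. coli AmpC (5.3 nM) in 20 mM phosphate pH 7.0 with 0.01% Triton X-100, preincubated 15 min RT with compound; nitrocefin (2 uL of 800 uM stock) hydrolysis followed by 480 nm absorbance every 20 s over 4 min.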
An asterisk follows results filed as active; [ ] = remark or other dose. % is set by controls: 0 for no effect and ±100 for the full control effect; potency is the fitted concentration of half-maximal effect. Only part of the results is shown; the hit share may differ from the screen's.

SMILES | AmpC det inh
CC1=C(C(=O)OCc2ccc3c(c2)OCO3)C(c2ccccc2)NC(=O)N1 (configuration not stated) | 8%
CCCC(=O)C1=C(O)C(C(=O)OC)C(C)(C)CC1=Nc1ccncc1 (configuration not stated) | -8%
CCCN1Cc2cccc(C(N)=O)c2C1=O | -3%
O=C(NCc1ccccn1)c1cn(CCc2ccccc2)nn1 | 9%
N[C@@H]1CONC1=O | 0%[12.8 µM]
CC(=O)c1cccc(NC(=O)c2cc3ccccn3n2)c1 | 4%
Cc1nc(N)[nH]c(=O)c1CCC(=O)OCC(C)C | 9%
COCCn1c(=NC(=O)CSCC(=O)Nc2cc(C)on2)sc2cc(C(=O)OC)ccc21 | -3%
CC1(C)Cc2c(c(-c3ccco3)nc3n[nH]c(N)c23)CO1 | -2%
COc1ccc(C(=O)Nc2ccccc2C(=O)NCc2ccco2)cc1OC | -3%
Cc1cc(C)cc(C(=O)/C=C2\NC(=O)CS2)c1 | -4%
CCCc1cc(=O)oc2cc3oc(C)c(C)c3cc12 | 8%
COc1cc(-c2noc(-c3ccccc3C(=O)NCc3ccco3)n2)cc(OC)c1OC | -1%
O=C(O)[C@@H]1C[C@@H](C(=O)O)N1 | 1%
COc1ccc(-c2onc3ccc(Cl)cc23)cc1OC | -4%
CCc1c2c(nc3ccc(OC)cc13)OC(C)C2 (configuration not stated) | 0%
O=C(CN1C(=O)CCC1=O)Nc1ccc(Br)cc1 | -4%
COc1cc(OC)cc(-c2nnc(SCC(=O)N(C(C)C)C(C)C)o2)c1 | 15%
CCN(CC)Cc1c(O)ccc2c(-c3ccccc3)cc(=O)oc12 | -2%
Cc1ccc(C(=O)OCc2nnc(-c3ccccc3)o2)o1 | 1%
O=S(=O)(NCCc1cn2ccccc2n1)c1ccc(F)c(C(F)(F)F)c1 | 10%
CC(=O)Oc1ccc(N2C(=O)C3C4C=CC(O4)C3C2=O)cc1 (configuration not stated) | 3%
COCCn1c(N)c(C(=O)NCc2cccs2)c2nc3ccccc3nc21 | -4%
O=C(NC1CCN(Cc2nnnn2CCc2ccccc2)CC1)c1ccccc1F | -2%
CN(Cc1nc2ccccc2n1C)C(=O)c1cccs1 | -6%

4 entries out of the list, sorted by length of the SMILES, low to high:
SMILES | AmpC det inh
CCCN1Cc2cccc(C(N)=O)c2C1=O | -3%
O=C(CN1C(=O)CCC1=O)Nc1ccc(Br)cc1 | -4%
Cc1cc(C)cc(C(=O)/C=C2\NC(=O)CS2)c1 | -4%
COc1cc(-c2noc(-c3ccccc3C(=O)NCc3ccco3)n2)cc(OC)c1OC | -1%

Continued.
SMILES | AmpC det inh
c1ccc(COn2c(-c3ccccc3)nc3c2CCc2nonc2-3)cc1 | -2%
CC12CN3CC(C)(CN(C1)C3c1ccc(Br)cc1)C2 (configuration not stated) | 1%
CCc1nc(Nc2ccc(N3CCN(C(C)=O)CC3)cc2)c2oc3ccccc3c2n1 | 15%
c1ccc2c(c1)CCCC2NC1=NCCC1 (configuration not stated) | -3%
CC(=O)c1cccc(NC(=O)N2CCCC2C(=O)Nc2cc(C)ccc2C)c1 (configuration not stated) | -3%
Cc1cc(O)c(/C=N/c2ccccn2)c(=O)o1 | -3%
CCOc1ccc2[nH]c(=O)c(CN(Cc3cccs3)Cc3nnnn3C(C)(C)C)cc2c1 | -1%
CCN(CC)S(=O)(=O)c1csc(C(=O)NCc2ccccc2)c1 | 10%
COc1ccc(OC)c(-c2cc(C(=O)Nc3c(C)nn(Cc4ccc(Cl)cc4)c3C)no2)c1 | 0%
Cn1c(CCNC(=O)c2ccco2)nc2cc(NS(=O)(=O)c3ccc(Cl)cc3)ccc21 | 16%
CN(C)c1nc(N)nc(Nc2ccccc2C#N)n1 | 12%
CC(=O)N(CCCc1ccc(C(C)(C)C)cc1)CCCN(C)C | 11%
Brc1ccccc1-c1nnc(-c2cccnc2)o1 | 0%
N#Cc1ccc(OCC(=O)N2CCN(S(=O)(=O)c3cccs3)CC2)cc1 | -4%
CC(N=c1ccccn1C(=O)Nc1ccc(F)cc1)c1ccco1 (configuration not stated) | -4%
CCOc1ccc(OCC)c(NC(=O)C2CCCN(S(=O)(=O)c3cccs3)C2)c1 (configuration not stated) | 8%
CN1CCCCc2c1nc1c(c2N)CCCC1 | -7%
CC1CCN(c2nc3c(c(=O)[nH]c(=O)n3C)n2CCCc2ccccc2)CC1 | 6%
CCOc1ccc(NC(=O)CN2CCN(CC(=O)Nc3cc(OC)cc(OC)c3)CC2)cc1 | 23%
CCOc1ccccc1NC(=O)C1CCCN(C(=O)NCc2ccccc2)C1 (configuration not stated) | 11%
CC(=O)N1[C@H](Cc2ccccc2)C=C[C@]1(C)C(=O)NCCN1CCOCC1 | 19%
C=CCn1c(SCC(=O)Nc2ccc3c(c2)OCO3)nc2ccccc2c1=O | 13%
COc1nc(-c2ccccc2)ccc1-c1noc(-c2ccccc2)n1 | -5%
Cc1ccccc1Cn1ccc(NC(=O)c2cnn3c(C(F)(F)F)cc(-c4ccco4)nc23)n1 | -2%
CCOC(=O)c1sc(N)c(C#N)c1COC(=O)CNC(=O)c1ccccc1 | 11%

The final 6 records of the section before are carried over, then new ones follow:
SMILES | AmpC det inh
CCOc1ccccc1NC(=O)C1CCCN(C(=O)NCc2ccccc2)C1 (configuration not stated) | 11%
CC(=O)N1[C@H](Cc2ccccc2)C=C[C@]1(C)C(=O)NCCN1CCOCC1 | 19%
C=CCn1c(SCC(=O)Nc2ccc3c(c2)OCO3)nc2ccccc2c1=O | 13%
COc1nc(-c2ccccc2)ccc1-c1noc(-c2ccccc2)n1 | -5%
Cc1ccccc1Cn1ccc(NC(=O)c2cnn3c(C(F)(F)F)cc(-c4ccco4)nc23)n1 | -2%
CCOC(=O)c1sc(N)c(C#N)c1COC(=O)CNC(=O)c1ccccc1 | 11%
O=C(CN(c1cccc(C(F)(F)F)c1)S(=O)(=O)c1ccccc1)N1CCOCC1 | -4%
c1ccc(CCNc2ccc3nncn3n2)cc1 | 12%
O=C(Cn1nnc(-c2ccccc2Cl)n1)N1CCN(S(=O)(=O)c2ccc(Cl)cc2)CC1 | 0%
CN1CCN(CC(O)COCc2ccc3c(c2)OCO3)CC1 (configuration not stated) | 15%
CCn1c(CSc2nnc(-c3cccnc3)n2-c2ccccc2C)nc2cc(C(=O)O)ccc21 | 10%
CCCCC(=O)Nc1ccc2oc(-c3cccnc3)nc2c1 | -1%
CC(=O)Nc1ccc2c(c1)n(C)c(=O)n2C | -2%
O=C(NCCN1CCOCC1)c1cccc(Cl)c1 | -2%
O=c1cnc2cnc(OCc3ccccc3)nc2n1Cc1ccc(F)cc1 | 0%
CC(=O)Nc1ccc(S(=O)(=O)N2CCN(c3nc(NC4CCCC4)c4ccccc4n3)CC2)cc1 | -3%
Oc1c(Cl)cc(Cl)cc1Sc1cc(Cl)cc(Cl)c1O | 6%
Cc1ccc(NC2=NCC(=O)N2Cc2ccc3c(c2)OCO3)cc1 | -1%
NC(=O)NCC12CC3CC(CC(C3)C1)C2 | -1%
COC(=O)c1sc(S(=O)(=O)N2CCCCC2)c(C(=O)OC)c1C | -4%
N=C1C=CC(=C(c2ccc(N)cc2)c2ccc(N)cc2)C=C1 | -3%[5.75 µM]
c1ccc(-n2c(SCC3CCCCO3)nnc2-c2cccs2)cc1 (configuration not stated) | 5%
COC(=O)N1CCC[C@@]2(CCN(c3ccccn3)C2)C1 | -2%
CCn1c(SCC(=O)Nc2nc3ccc(OC)cc3s2)nnc1-c1ccoc1C | -1%
O=C(NCCCN1CCOCC1)c1ccc(CS(=O)(=O)c2ccc(Br)cc2)o1 | 10%
Cc1cc(-c2ccccc2)nn1-c1nc2c(c(=O)[nH]c(=O)n2C)n1C | 12%
COc1ccccc1-c1cc(C(=O)Nc2c(C)n(C)n(-c3ccccc3)c2=O)no1 | -3%
IC(I)I | 9%
CCCc1cc(C(=O)Nc2cccc(Cl)c2)no1 | 6%
O=C(Oc1ccccc1C(=O)Oc1ccccc1)c1ccco1 | 1%
CCOC(=O)C1CCN(C(c2cc3ccc(C)cc3[nH]c2=O)c2nnnn2C2CCCCC2)CC1 (configuration not stated) | 2%

(continued)
SMILES | AmpC det inh
CCCC1=C(C(=O)OCC)C(c2ccccc2OCC)NC(=O)N1C (configuration not stated) | 6%
COc1ccc(N(C)S(=O)(=O)c2ccc3c(c2)oc(=O)n3C)cc1 | -1%
COc1ccc(NC(=O)CSc2nnc(Cc3cccn3C)n2CCc2ccccc2)cc1OC | -2%
O=C1CC(N2CCC(n3c(=O)[nH]c4ccccc43)CC2)C(=O)N1Cc1ccccc1 (configuration not stated) | -2%
CCc1nnc(NC(=O)NCN2C(=O)C3C4C=CC(C4)C3C2=O)s1 (configuration not stated) | -3%
Cc1ccc(S(=O)(=O)N[C@H](CN)C(=O)O)cc1 | 2%[5.75 µM]
Cc1ccc2c(Cl)cc(Cl)c(OCc3c(C)noc3C)c2n1 | 14%
O=C(CCCn1c(=O)[nH]c2cc(Cl)ccc2c1=O)NCCN1CCN(c2ccccc2)CC1 | -2%
CC1=C(C(=O)N2CCc3ccccc32)C2(CCC(C)CC2)OC1=O (configuration not stated) | 1%
CC1CN(CCC(=O)Nc2ccc3c(c2)OCO3)CC(C)O1 (configuration not stated) | -2%
CCN(CC)CC(=O)Nc1c(C)cccc1C | -3%[12.8 µM]
Clc1ccc2nc(CSc3nnc(-c4c[nH]c5ccccc45)o3)cn2c1 | -3%
CS(=O)(=O)N1CCN(C(=O)c2c(F)cccc2F)CC1 | -2%
CCOC(=O)c1nnn(-c2nonc2N)c1CN(C)Cc1ccccc1 | -8%
Cc1cc2sc(C)[n+](CCCOS(=O)(=O)O)c2cc1C | -2%[5.75 µM]
CCCCc1nc2ccccc2c(=O)n1-c1ccc(O)cc1 | 0%
COc1ccc(-n2c(N)c(C(=O)NCc3ccco3)c3nc4ccccc4nc32)c(OC)c1 | 1%
O=C(Nc1ccc(N2CCOCC2)c(Cl)c1)c1ccc(Br)o1 | 0%
COCCCN1C(=O)C(=O)/C(=C(/O)c2ccc(OC(C)C)cc2)C1c1ccc(O)c(OC)c1 (configuration not stated) | -3%
CN(CC(=O)NC1CCCCCC1)S(=O)(=O)c1ccccc1 | 7%
CCCc1nc2sc3ccccc3c(=O)c2c(=O)n1Cc1ccco1 | -1%
CC(C)Cn1c(CCC(=O)O)ccc1-c1cccs1 | -4%
COc1ccc(CNc2nc(-c3ccc(N(C)C)cc3)nc3ccccc23)c(OC)c1 | 11%
CC(=O)c1ccc(S(=O)(=O)NCCCC(=O)NCCc2ccccn2)cc1 | -7%
CCCCCCOc1cccc(N)c1 | -4%

(list continues)
SMILES | AmpC det inh
CC(C)N(CC(=O)O)CC(=O)O | 5%[5.75 µM]
CCCN(CCC)c1ncnc2nc[nH]c12 | 10%
CCOC(=O)Cc1nn(CCc2ccccn2)c(=O)c2ccccc12 | -2%
COc1cc(-c2cc(C(=O)N3CCN(c4ccccn4)CC3)c3ccccc3n2)cc(OC)c1OC | -6%
Cc1ccc(S(=O)(=O)NC(=O)OC23COCN2COC3)cc1 | -5%[5.75 µM]
N#Cc1nc(COc2ccc(F)cc2)oc1NCCCn1ccnc1 | 0%
CCOC(=O)c1cc2sccc2n1CC(=O)N1CCCC1 | -1%
O=C(c1cc(-c2cccs2)on1)N1CCc2ccccc2C1 | -4%
CCN1CCC[C@H]1CNC(=O)c1c(OC)ccc(Br)c1OC | -3%
c1coc(-c2nnc(SCc3cn4ccccc4n3)o2)c1 | -3%
COc1ccc(CCN(C)CCC[C@@](C#N)(c2cc(OC)c(OC)c(OC)c2)C(C)C)cc1OC | -2%
O=C(c1ccco1)N1CCN=C1SCc1cccc(Cl)c1 | 6%
O=C(CN1CCN(Cc2cccc(Cl)c2)C1=O)N1CCC2(CC1)OCCO2 | -3%
c1nnn(C23CC4CC(CC(C4)C2)C3)n1 | 12%
CCOC(=O)c1c(C)nn(Cc2ccccc2)c1N | -7%
CCOc1ccc(N2CCCn3c2nc2c3c(=O)n(CCc3ccccc3)c(=O)n2C)cc1 | -5%
COC(=O)c1ccccc1NC(=O)C1CCN(S(C)(=O)=O)CC1 | -5%
O=C(O)C12C3CCCC1C32c1ccccc1 (configuration not stated) | 8%
CCCCCNC(=O)C(C)NS(=O)(=O)c1ccc(OC)cc1 (configuration not stated) | -4%
COCCNC(=O)C1CCCN(c2ncccn2)C1 (configuration not stated) | -1%
COC(C)(C)[C@]12CC(O)(c3ccccc3)ON1[C@H]1CCCCC1N2O (some centres not stated) | 12%
COc1ccccc1CNC(=O)CN1C(=O)C(C)N(c2ccc(C)cc2)C1=O (configuration not stated) | -2%
Cc1cc(C(=O)CSC(=S)SC(C)(C)C)ccc1Cl | -3%[5.75 µM]
Cc1cc(=O)n2c(ccc3ccccc32)c1C#N | -1%
FC(F)(F)C1=NC(C(F)(F)F)=NP(N2CCOCC2)(N2CCOCC2)=N1 | 7%
O=C(COC(=O)c1ccccn1)Nc1ccccc1Cl | -4%
CCC(C)Sc1nc2c(cnn2-c2ccccc2)c(=O)[nH]1 (configuration not stated) | 8%
O=C(Cn1nnc(-c2ccc(Cl)cc2)n1)NC1CC2CCC1C2 (configuration not stated) | -5%

Shown comma-delimited: 7 of the compounds above.
canonical_smiles,AmpC det inh
COc1ccccc1CNC(=O)CN1C(=O)C(C)N(c2ccc(C)cc2)C1=O (configuration not stated),-2%
CCOC(=O)c1c(C)nn(Cc2ccccc2)c1N,-7%
COc1cc(-c2cc(C(=O)N3CCN(c4ccccn4)CC3)c3ccccc3n2)cc(OC)c1OC,-6%
CCOc1ccc(N2CCCn3c2nc2c3c(=O)n(CCc3ccccc3)c(=O)n2C)cc1,-5%
N#Cc1nc(COc2ccc(F)cc2)oc1NCCCn1ccnc1,0%
O=C(Cn1nnc(-c2ccc(Cl)cc2)n1)NC1CC2CCC1C2 (configuration not stated),-5%
O=C(c1ccco1)N1CCN=C1SCc1cccc(Cl)c1,6%

Compound activity (PubChem)
